GDH-TPI counter – GDH-TPI coupling enzyme inhibitors, primary screen, artefact control for M. tuberculosis FBA inhibitor project, biochemical, absorbance, full deck | GDH-TPI coupled enzyme counterscreen, NADH absorbance | inhibition, % at 4.8 µM | hit rate 1.2% among 360,000; in the data active means inhibition above about 30%;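 further: 0% = DMSO wells and 100% = wells lacking the enzyme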
FadD28 FP inh – inhibitors of FadD28 bisubstrate probe binding, primary screen, biochemical, fluorescence polarization, single point; Mycobacterium tuberculosis FadD28 fatty-acid-AMP ligase; inhibition, % at 12.5 µM; hit rate 0.22% among 360,000; AID 588549, 2011; in the data active means inhibition above about 8.5%, passing the limit was not always enough
Mtb UGM inh – M. tuberculosis UGM enzyme inhibitors, primary screen, biochemical, fluorescence polarization, single point; UDP-galactopyranose mutase (Mycobacterium tuberculosis (strain ATCC 25618 / H37Rv)), …; purified UGM, fluorescence polarization probe displacement; inhibition, % at 10 µM; hit rate 0.06% among 320,000; AID 504406, 2011; in the data active means inhibition above about 10%, passing the limit was not always enough
Target sequence (P9WIQ1 whole entry, looked up): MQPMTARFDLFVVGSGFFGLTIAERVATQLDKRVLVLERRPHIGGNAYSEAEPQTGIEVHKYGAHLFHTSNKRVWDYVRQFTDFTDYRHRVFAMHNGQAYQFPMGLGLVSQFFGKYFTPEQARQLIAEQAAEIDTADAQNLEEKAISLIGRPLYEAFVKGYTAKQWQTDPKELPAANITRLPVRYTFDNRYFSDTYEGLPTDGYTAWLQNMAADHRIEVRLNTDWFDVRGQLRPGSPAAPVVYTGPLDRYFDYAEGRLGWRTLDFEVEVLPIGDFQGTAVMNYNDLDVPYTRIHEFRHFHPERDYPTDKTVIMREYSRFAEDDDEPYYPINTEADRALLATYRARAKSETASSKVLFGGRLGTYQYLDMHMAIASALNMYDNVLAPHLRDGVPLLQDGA
BH1578 lux ind – inducers of Vibrio cholerae quorum light production without autoinducers, primary screen, BH1578 luxS cqsA deficient, single point. V. cholerae BH1578 lux reporter, luminescence, 6 h. activation, % at 18.7 µM. hit rate 0.16% among 350,000. AID 588436, 2011; in the data active means activation mostly above about 9.7%, no sharp cut-off; further: not every result past the cut was called active; inactives centre near 0; reference of the scale not given here
PfHsp40 yeast – rescue of yeast from PfHsp40 toxicity, primary screen, S. cerevisiae, ATP luminescence; growth rescue, % at 12.5 µM; hit rate 0.68% among 340,000; S. cerevisiae expressing PfHsp40, growth rescue; AID 504582, 2011; in the data active means growth rescue above about 28%, passing the limit was not always enough;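 further: yeast W303a lacking pdr1 and pdr3 grown in galactose medium; growth measured after three days at 30 °C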
Yp Topo-I inh – Yersinia pestis topoisomerase I inhibitors, primary screen, biochemical, cleavage product accumulation, plate reader, single point | DNA topoisomerase I (Yersinia pestis CO92) | Y. pestis Topo-I cleavage product accumulation | activity, % at 10 µM | hit rate 0.064% among 360,000 | AID 504884, 2011; in the data active means activity above about 50%, passing the limit was not always enough; further: inactives centre near 2
BioA inh – M. tuberculosis BioA enzyme inhibitors, primary screen, biochemical, plate reader, single point, HTS | 7,8-diaminopelargonic acid synthase BioA (Mycobacterium tuberculosis) | purified M. tuberculosis BioA enzyme | inhibition, % at 9.99 µM | hit rate 0.096% among 360,000; in the data active means inhibition above about 40%
TcdB inh – TcdB glycohydrolase inhibitors, primary screen, biochemical, single point, plate reader; TcdB glycohydrolase enzymatic assay; inhibition, % at 9.99 µM; hit rate 0.24% among 350,000; AID 652162, 2013; in the data active means inhibition above about 10%
FBA Mtb inh – Mtb FBA enzyme inhibitors, primary screen, biochemical, fluorescence, strain H37Rv. Fructose-bisphosphate aldolase (Mycobacterium tuberculosis (strain ATCC 25618 / H37Rv)), …. inhibition, % at 1 µM. hit rate 2.3% among 360,000. purified M. tuberculosis FBA, fluorescence read-out. AID 588726, 2011; in the data active means inhibition above about 27%;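 further: 0% = vehicle and 100% = reference inhibitor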
Target sequence (P9WQA3 whole entry, looked up): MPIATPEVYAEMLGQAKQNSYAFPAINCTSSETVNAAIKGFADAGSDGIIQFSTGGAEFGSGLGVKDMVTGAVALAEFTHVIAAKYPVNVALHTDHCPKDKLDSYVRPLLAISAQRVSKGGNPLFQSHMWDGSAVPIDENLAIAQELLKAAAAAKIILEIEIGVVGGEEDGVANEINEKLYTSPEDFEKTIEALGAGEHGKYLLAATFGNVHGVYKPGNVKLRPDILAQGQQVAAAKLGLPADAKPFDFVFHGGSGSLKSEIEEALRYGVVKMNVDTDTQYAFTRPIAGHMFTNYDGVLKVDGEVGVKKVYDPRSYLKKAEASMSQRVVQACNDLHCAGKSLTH
An asterisk follows results filed as active; i = inactive; / = no result given; + = active, no number. This is a random part of the collection, and some 4.6% of all compounds hit somewhere here.

SMILES	GDH-TPI counter	FadD28 FP inh	Mtb UGM inh	BH1578 lux ind	PfHsp40 yeast	Yp Topo-I inh	BioA inh	TcdB inh	FBA Mtb inh
CN1C(=O)/C(=C/c2ccccc2Cl)Sc2ccc(C(=O)NCc3cccnc3)cc21	5.3	-2.4	-2.0	-0.3	2.3	3.7	-0.3	0.9	2.7
O=C(/C=C/c1cccc([N+](=O)[O-])c1)N1CCN(c2ccccn2)CC1	-9.3	-2.4	0.2	-0.7	0.9	9.9	-2.4	-0.6	-1.4
CCOP(=O)(c1ccc(N(C)C)cc1)C(O)c1ccc(Cl)cc1 (stereo unspecified)	-6.4	-1.6	-0.5	-0.3	-0.4	-6.7	/	/	-0.6
CN1C[C@@H]2[C@@H]3C(=O)N(Cc4ccccc4)C(=O)[C@@H]3[C@](Cc3ccccc3)(C1=O)N2C(=O)c1ccc(Cl)cc1	-10.0	-4.0	/	i	0.0	3.4	-2.6	0.3	-3.9
CCC(C)c1ccc(NC(=O)COC(=O)CCNC(=O)c2ccco2)cc1 (stereo unspecified)	5.6	-2.0	-4.3	-2.1	2.0	8.8	0.6	1.0	-1.7
Cc1ccc(C(=O)CN2C(=O)C(=O)N(Cc3ccccc3)C2=O)cc1	1.6	/	-0.7	0.4	1.2	-13.0	/	0.0	1.0
CC(=O)OC[C@H]1O[C@@H](Oc2cc3ccc(=O)oc3cc2OC(C)=O)[C@H](OC(C)=O)[C@@H](OC(C)=O)[C@@H]1OC(C)=O	11.5	0.2	/	0.0	1.4	8.2	-1.2	0.5	+
O=C(NCc1ccccc1)C1CCC1	3.3	-1.1	1.2	-0.2	-0.1	-4.1	/	/	1.1
Cc1cc(C)nc(Nc2cc([N+](=O)[O-])ccc2C)n1	6.8	0.2	-0.1	-0.4	0.5	-5.0	/	3.2	0.6
O=C(COC(=O)CCCNC(=O)c1ccc(Cl)cc1)NC1CC1	-12.3	-3.6	-2.4	-0.5	-1.1	1.4	0.4	/	-1.4
C/C(=N\O)C(=O)NCC1CCNCC1	-3.1	0.5	2.6	i	-0.9	2.9	1.3	/	3.4
CC(C)N(C(=O)COC(=O)[C@H](C)NC(N)=O)c1ccccc1	7.1	-2.6	-0.5	-1.0	-1.6	-0.7	/	1.2	5.8
CC(=O)Nc1ccc(S(=O)(=O)N2CCCc3ccccc32)cc1	-4.7	-4.3	0.3	-6.2	1.7	4.2	1.9	/	0.1
CCOc1cc(C(=O)O/N=C(\N)c2ccc([N+](=O)[O-])cc2)cc(OCC)c1OCC	0.9	-2.5	-0.2	i	0.5	0.1	-1.4	/	0.3
Cc1cccc(CNc2ccc(C(CC(N)=O)NC(=O)c3ccccc3)cc2[N+](=O)[O-])c1 (stereo unspecified)	21.0	2.3	0.8	-1.0	0.9	7.9	-16.1	-0.7	2.5
COC(=O)c1ccccc1NC(=O)c1ccc(-c2ccccc2F)o1	2.8	-0.9	-1.0	-0.4	-0.8	4.6	-1.2	/	2.3
CN(C)CCN(C(=O)c1ccc(S(=O)(=O)N(C)c2ccccc2)cc1)c1nc2ccc(Cl)cc2s1	-6.3	-2.9	2.3	0.4	-0.7	10.5	0.1	1.3	-1.6
O=C(Nc1ccc(C(=O)O)cc1)/C(=C\c1ccc2c(c1)OCO2)NC(=O)c1ccc(Br)o1	24.0	-2.3	-0.9	0.3	1.0	-9.0	/	0.8	5.4
O=C(NC1CCCC1)C1CC(=O)N(CCc2ccccc2)C1 (stereo unspecified)	7.6	-0.1	-0.2	-0.5	0.3	-7.9	-0.3	/	-1.9
COc1cc([N+](=O)[O-])ccc1NC(=S)Nc1cc(C(=O)OC(C)C)cc(C(=O)OC(C)C)c1	7.0	-2.0	-0.3	1.0	0.9	-17.4	-2.7	/	0.8
COc1cccc(/C(C)=N/N=C(\C)c2cccc(OC)c2)c1	5.5	-0.9	-0.3	-1.3	2.1	-1.3	-2.4	1.0	-0.5
O=S(=O)(Nc1cccc(S(=O)(=O)N2CCCC2)c1)c1cccc(Br)c1	3.2	1.7	2.7	i	0.7	10.7	-0.2	2.7	-0.6
CCOC(=O)C1CCN(S(=O)(=O)c2csc(C(N)=O)c2)CC1	0.0	1.1	1.5	-2.1	0.1	0.3	0.5	1.3	-0.1
CC1CC1C(=O)OCC(=O)Nc1ccc2[nH]c(=O)[nH]c2c1 (stereo unspecified)	4.6	-1.3	-1.3	i	0.8	-7.8	/	0.9	6.9
CC(CCc1ccccc1)NC(=O)CNC(=O)c1cccs1 (stereo unspecified)	-3.4	-0.4	2.6	9.8	0.8	6.8	-0.5	1.8	-0.9

Single records (already shown). Order of screens: GDH-TPI counter	FadD28 FP inh	Mtb UGM inh	BH1578 lux ind	PfHsp40 yeast	Yp Topo-I inh	BioA inh	TcdB inh	FBA Mtb inh
Shown for CCOP(=O)(c1ccc(N(C)C)cc1)C(O)c1ccc(Cl)cc1 (stereo unspecified) = -6.4	-1.6	-0.5	-0.3	-0.4	-6.7	/	/	-0.6
Shown for CCOC(=O)C1CCN(S(=O)(=O)c2csc(C(N)=O)c2)CC1 = 0.0	1.1	1.5	-2.1	0.1	0.3	0.5	1.3	-0.1
Shown for COc1cc([N+](=O)[O-])ccc1NC(=S)Nc1cc(C(=O)OC(C)C)cc(C(=O)OC(C)C)c1 = 7.0	-2.0	-0.3	1.0	0.9	-17.4	-2.7	/	0.8

(continued)
SMILES	GDH-TPI counter	FadD28 FP inh	Mtb UGM inh	BH1578 lux ind	PfHsp40 yeast	Yp Topo-I inh	BioA inh	TcdB inh	FBA Mtb inh
O=C(O)c1ccccc1CSc1nnnn1-c1ccccc1	-0.4	1.6	2.2	i	-0.3	5.9	-1.4	-0.5	-0.9
COc1cc2c(cc1O)[C@@H]1Cc3cc(O)c(OC)cc3[C@H](C2)N1C	13.4	-1.0	2.3	1.0	1.4	-9.8	-1.0	-0.5	6.4
CCc1ccc(C(=O)C(C)OC(=O)c2nn(C)c(=O)c3ccccc23)cc1 (stereo unspecified)	7.3	-0.5	0.9	i	1.4	2.2	-0.7	2.2	-2.3
CC1=NN(c2ccc(F)cc2)C(=O)C1C(c1cccc(O)c1)c1c(C)[nH]n(-c2ccc(F)cc2)c1=O (stereo unspecified)	2.7	1.2	0.7	-0.2	-1.2	-9.0	/	/	1.3
CC(C)c1ccc(Nc2ncccc2C(=O)O)cc1	3.1	-0.3	-0.4	0.2	2.6	-0.9	0.6	-0.8	5.6
Clc1ccc(-c2nnc(COc3ncnc4ccccc34)o2)cc1	-1.2	0.0	1.0	-0.2	0.1	-13.7	1.8	-0.1	-1.2
CC(OC(=O)c1nn(C)c(=O)c2ccccc12)C(=O)NC1CCCCC1C (stereo unspecified)	-6.3	-0.8	2.5	i	-0.8	-2.7	-0.4	0.8	0.5
COc1ccc(C(=O)CSc2ccc(-c3ccccc3)nn2)cc1	3.8	0.3	-3.6	-1.7	3.5	-1.9	0.4	/	3.5
O=C(/C=C\c1ccco1)Nc1ccc(N2CCN(C(=O)c3ccccc3)CC2)cc1	17.9	-0.7	1.7	-0.3	-0.3	-2.0	/	/	-1.1
COc1cc2c(cc1OC)-c1c(OC)c(OC)cc3ccnc(c13)C2=O	10.0	1.9	3.2	i	0.2	-8.7	-1.4	2.2	-2.3
COc1ccc([N+](=O)[O-])cc1NC(=O)CSc1nc(C)cc(C)n1	3.5	-2.2	0.3	-0.1	-0.4	-7.0	4.8	/	-0.1
C/C(=N\NC(=O)c1ccccc1)c1cc2cc([N+](=O)[O-])ccc2oc1=O	16.9	4.2	5.1	-0.3	-0.5	-4.6	/	/	-8.0
Cc1ccc2[nH]c(=O)c(CN(Cc3ccccc3)Cc3nnnn3C3CCCC3)cc2c1	10.8	-1.2	-3.8	-6.7	3.6	7.4	-0.1	/	10.0
COc1cccc(NC(=O)CN(C)C(=O)C(Sc2ccccc2)c2ccccc2)c1 (stereo unspecified)	3.2	-2.9	/	i	1.7	5.7	0.4	1.3	2.5
Cc1cc2oc(=O)cc(CN3CCCCC3C)c2cc1C (stereo unspecified)	10.8	-3.1	0.0	-0.4	-0.5	2.8	-0.3	1.2	2.1
CC(=O)NC1CCC(OC(=O)Nc2ccccc2)CC1 (stereo unspecified)	-1.3	-2.4	/	i	-0.2	-1.3	0.1	0.1	0.7
CCN(CC(=O)NCc1cccs1)C(=O)/C=C/c1cccc(Cl)c1Cl	-1.4	-6.5	4.2	-14.3	0.1	28.7	1.4	-5.6	-3.4
O=C(NCCC1=CCCCC1)N[C@@H](Cc1ccccc1)C(=O)O	4.7	-3.8	1.1	-12.5	-1.1	-5.9	-0.3	/	-5.4
CCOc1ccc(NC(=O)CCSc2nc3c(c(CC)c2C#N)C(=O)CC(C)(C)C3)cc1	13.3	0.2	4.1	i	2.3	-1.8	-1.9	/	0.7
COc1ccccc1-n1nnnc1SCC(=O)NC1CCCC1	9.3	0.6	-1.6	-0.9	1.8	-6.2	-1.9	/	5.0
C=C1C(=O)OC2C1CCC(C)=C1C(=O)C3OC3(C)C12 (stereo unspecified)	2.9	-1.5	/	-0.5	8.7	-0.4	10.1	0.4	2.8
CC(C)(C)NC(=O)C[C@H]1C[C@H](C(=O)N2CCCCC2)[C@@]2(C)c3[nH]c4ccc(Cl)cc4c3CCN2C1=O	14.6	-1.7	/	i	-0.2	4.0	-1.4	-0.6	3.8
CN(CCC#N)C(=O)COC(=O)[C@H](Cc1ccccc1)N1C(=O)c2ccccc2C1=O	0.7	0.2	-1.2	1.9	3.3	-0.3	1.8	-0.1	1.6
Fc1ccc(-c2nc3ccc(Cl)cn3c2Cc2ccccc2)cc1	11.8	-3.7	/	-0.4	/	46.8	-1.2	6.7	3.2
COc1ccc(/C=C/C(=O)NCC2COc3ccccc3O2)c(OC)c1 (stereo unspecified)	17.7	-1.2	0.6	-2.3	-0.6	19.9	-0.3	0.7	-2.1

Overlap with the part before: 2 entries; new compounds follow.
SMILES	GDH-TPI counter	FadD28 FP inh	Mtb UGM inh	BH1578 lux ind	PfHsp40 yeast	Yp Topo-I inh	BioA inh	TcdB inh	FBA Mtb inh
Fc1ccc(-c2nc3ccc(Cl)cn3c2Cc2ccccc2)cc1	11.8	-3.7	/	-0.4	/	46.8	-1.2	6.7	3.2
COc1ccc(/C=C/C(=O)NCC2COc3ccccc3O2)c(OC)c1 (stereo unspecified)	17.7	-1.2	0.6	-2.3	-0.6	19.9	-0.3	0.7	-2.1
COc1ccc(OC)c(NC(=O)CCN2CCN(c3ccccc3OC)CC2)c1	9.8	0.3	-1.3	i	-1.7	7.2	2.1	1.3	2.9
O=C(CNC(=O)c1cccs1)c1ccc(Cl)cc1	2.5	-0.1	0.5	-4.0	-1.3	25.7	-0.2	-2.9	1.3
CCOc1ccc(NC(=O)CN(C)C(=O)c2cc([N+](=O)[O-])ccc2N2CCOCC2)cc1OCC	20.9	1.6	1.4	-0.3	-0.2	4.1	/	0.6	-4.0
COc1ccc(NC(=O)c2ccc3c(c2)OCO3)cc1	1.9	-2.9	-1.3	i	-2.2	-6.9	-0.7	2.5	-1.3
CSc1c(-c2ccccn2)c(N)nn1C(=O)C1CC1	1.9	-2.3	0.0	i	-1.1	4.5	/	-1.4	-0.9
O=S1(=O)C[C@H](N2CCN(CCO)CC2)[C@@H](COCc2ccccc2)N1	/	-3.0	/	/	/	/	0.1	1.7	0.5
CCOc1ccccc1NC(=O)Cn1c(=O)n(CCC(=O)NC2CCCC2)c(=O)c2ccccc21	4.3	-1.7	-0.2	i	22.5	-0.1	-0.7	/	-1.1
O=C(CCn1cnc2ncccc2c1=O)N1CCN(c2cccc(Cl)c2)CC1	-10.4	-5.1	2.0	-0.5	-0.8	8.5	/	5.6	-0.8
CCN(CC(=O)Nc1ccc(NC(C)=O)cc1)C(=O)CSCC(=O)Nc1ccc(C)cc1	16.1	-2.4	-1.6	-1.5	-0.3	-8.5	-1.2	-0.6	6.5

Screening data from PubChem.
